RGS4 inh: inhibitors of human regulator of G protein signaling 4; P49798; Transcreener GDP fluorescence polarization, RGS4-accelerated GTP hydrolysis; AID 504845; Potency, µM (doses to about 114 µM), without a hit: at the highest dose activity change, negative = inhibition, usual class: inhibitors; hit rate 0.039% among 390,000; note: potency is the fitted concentration of half-maximal effect; % is set by controls: 0 for no effect and ±100 for the full control effect; nearly all actives have a fitted effect of over 75% in size; some results filed as inactive show a strong effect at the top dose
Target sequence (P49798 whole entry, looked up): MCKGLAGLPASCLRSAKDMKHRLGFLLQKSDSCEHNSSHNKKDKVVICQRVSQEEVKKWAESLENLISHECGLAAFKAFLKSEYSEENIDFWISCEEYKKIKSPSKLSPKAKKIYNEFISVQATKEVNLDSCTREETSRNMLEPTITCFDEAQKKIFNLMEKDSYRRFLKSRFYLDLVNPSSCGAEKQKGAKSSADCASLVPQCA
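MLSMR compounds (23 nl, pin-transferred) preincubated 10 min at room temperature with a 500nM (2x) first reagent, then RGS4 at 900nM (2x) plus Transcreener GDP mix added; fluorescence polarization (620/688 nm) read before and after 90 min at 30 °C.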
mIDH1 inhibitor: inhibitors of human mutant IDH1 R132H; Potency, µM (top dose mostly 76.6 µM), for inactives: top-dose activity change, negative = inhibition, actives largely listed as inhibitors; O75874; IDH1-R132H enzyme, NADPH consumption, diaphorase/resazurin fluorescence; AID 602179; hit rate 0.093% among 390,000; note: potency is the fitted concentration of half-maximal effect; % is set by controls: 0 for no effect and ±100 for the full control effect; nearly all actives have a fitted effect of over 65% in size
Target sequence (O75874 whole entry R132H, stated change not applied): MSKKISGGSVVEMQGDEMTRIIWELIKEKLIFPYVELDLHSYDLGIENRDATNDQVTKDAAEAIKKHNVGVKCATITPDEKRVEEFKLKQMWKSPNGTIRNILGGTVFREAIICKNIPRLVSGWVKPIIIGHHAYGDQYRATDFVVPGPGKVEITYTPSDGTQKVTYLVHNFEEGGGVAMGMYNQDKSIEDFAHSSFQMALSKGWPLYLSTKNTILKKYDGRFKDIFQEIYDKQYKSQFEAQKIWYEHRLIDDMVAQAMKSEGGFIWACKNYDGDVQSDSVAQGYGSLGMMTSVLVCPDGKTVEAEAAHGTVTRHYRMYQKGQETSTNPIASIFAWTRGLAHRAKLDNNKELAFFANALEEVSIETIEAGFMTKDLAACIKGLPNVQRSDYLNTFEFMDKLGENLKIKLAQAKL
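IDH1-R132H (0.5 ug/mL dispensed) in pH 7.5 Tris buffer was preincubated 30 min with compound, then given a substrate mix of 0.016 mM NADPH and 2 mM alpha-KG for 80 min at room temperature; remaining NADPH was read by diaphorase/resazurin fluorescence.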
USP1-UAF1 inh: inhibitors of human USP1/UAF1 deubiquitinase. O94782. recombinant USP1/UAF1, Ub-Rhodamine cleavage fluorescence. Potency, µM (highest dose often 57.1 µM), for inactives: top-dose activity change, negative = inhibition, hits mostly inhibitors. hit rate 0.23% among 390,000; note: potency is the fitted concentration of half-maximal effect; % is set by controls: 0 for no effect and ±100 for the full control effect; nearly all actives have a fitted effect of over 60% in size; inactives centre near -12
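Step one: compound is pinned into 1nM USP1/UAF1 in HEPES pH 7.8 buffer with TCEP. Step two: 15 min room-temperature incubation. Step three: Ub-Rho (150nM final) starts cleavage, tracked by fluorescence over six one-minute reads.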
LDHA block: inhibitors of human lactate dehydrogenase A; P00338; purified LDHA, NADH/diaphorase-resazurin fluorescence; stronger effect = lower value; activity change, % (values are at about 110 or 230 µM); hit rate 0.15% among 480,000; AID 1347041; in the data active = activity change below about -30%; inconclusive = mostly about -25% to -30%;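 note: plate controls were DMSO wells for no effect and wells without enzyme for full effect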
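Enzyme activity of human lactate dehydrogenase 5 (2 nM; 0.06 mM NADH, 0.2 mM pyruvate, 5 min, RT) is measured via a resazurin/diaphorase fluorescence readout of residual NADH.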
GRP78 ERSR act: ER stress response induction in glioma. U87-MG GRP78 promoter luciferase reporter, 16 h. Potency, µM, for inactives: at the highest dose activation, hits mostly activators. hit rate 0.02% among 420,000; note: potency is the fitted concentration of half-maximal effect; series mostly up to about 76 µM; % of control where 0% means no effect; nearly all actives have a fitted effect of over 35% in size
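ERSR induction read as luciferase luminescence (Bright-Glo, 10 min at room temperature) in stably transfected human U87-MG glioma cells exposed to compounds for 16 h, using GRP78 as sensor.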
Vif-APOBEC3G blk: Vif-A3G binding inhibition | Potency, µM (series often up to 46.1 µM), without a hit: at the highest dose activity, negative = active, hits mostly inhibitors | AID 602310 | hit rate 0.076% among 410,000 | HeLa A3G-eYFP + Vif (tagged APOBEC3G with the HIV-1 protein that degrades it), YFP fluorescence, overnight;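 note: potency is the fitted concentration of half-maximal effect; % is set by controls: 0 for no effect and ±100 for the full control effect; nearly all actives have a fitted effect of over 60% in size; hits raise eYFP signal because A3G escapes Vif-driven loss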
Target sequence (Q9HC16 whole entry, looked up): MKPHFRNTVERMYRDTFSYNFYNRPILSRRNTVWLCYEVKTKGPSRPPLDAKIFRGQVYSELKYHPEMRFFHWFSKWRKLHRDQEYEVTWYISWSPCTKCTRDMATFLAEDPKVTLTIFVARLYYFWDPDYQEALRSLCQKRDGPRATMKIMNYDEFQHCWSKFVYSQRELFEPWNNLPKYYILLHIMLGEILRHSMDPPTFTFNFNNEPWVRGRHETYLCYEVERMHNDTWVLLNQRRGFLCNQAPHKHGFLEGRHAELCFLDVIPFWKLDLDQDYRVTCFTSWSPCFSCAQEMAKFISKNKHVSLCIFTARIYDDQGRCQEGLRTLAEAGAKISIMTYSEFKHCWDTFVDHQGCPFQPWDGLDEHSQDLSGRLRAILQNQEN
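HeLa cells stably expressing Vif and C-terminally eYFP-tagged A3G, seeded overnight at 37 deg C, then exposed to compound by pintool overnight at 37 deg C. Rise in yellow fluorescence (Ex 488/Em 500-530, Acumen) marks blocked Vif-driven A3G degradation.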
Vif-A3F inh: blocks the Vif interaction with APOBEC3F | hit rate 0.2% among 390,000 | HeLa A3F-eYFP + Vif (tagged APOBEC3F with the HIV-1 protein that degrades it), YFP fluorescence increase | AID 602313 | Potency, µM (titrated, usually from 46.1 µM), for inactives: at the highest dose activity, negative = active; note: potency is the fitted concentration of half-maximal effect; % of control where 0% means no effect; nearly all actives have a fitted effect of over 65% in size
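HeLa cells stably expressing A3F-eYFP plus Vif, plated and incubated overnight at 37 deg C, then exposed to compounds overnight at 37 deg C. Blocked degradation read as raised yellow fluorescence (Ex 488/Em 500-530).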
TrxR1 substrate: is turned over as a substrate by rat TrxR1. hit rate 0.01% among 390,000. Potency, µM (titrated, usually from 114 µM), without a hit: top-dose activity change, negative = substrate turnover. O89049. purified TrxR1 substrate turnover, NADPH consumption readout; note: potency is the fitted concentration of half-maximal effect; % is set by controls: 0 for no effect and ±100 for the full control effect; nearly all actives have a fitted effect of over 50% in size
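Rat TrxR1, dispensed at 90 nM, was prereduced with 400 uM NADPH (final) for 5 min at ~22 deg C, then incubated with compound 15 min before 400 uM selenite. A first-read NADPH fluorescence drop versus no-compound background flagged substrates.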
TrxR1 inh: rat TrxR1 inhibition. O89049. recombinant rTrxR1, NADPH fluorescence consumption, selenite substrate. Potency, µM (doses to about 114 µM), for the others: at the top dose activity change, negative = inhibition, most hits filed as inhibitors. hit rate 1% among 390,000; note: potency is the fitted concentration of half-maximal effect; % is set by controls: 0 for no effect and ±100 for the full control effect; nearly all actives have a fitted effect of over 65% in size
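Rat TrxR1 (90 nM in the dispensed reagent) was pre-reduced with 400 uM NADPH for 5 min at room temperature, then incubated with compound for 15 min. After 400 uM selenite was added, NADPH fluorescence (Ex 340/Em 450 nm) was followed for 8 min.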
Active calls of the source: *; ? = inconclusive; . = not tested or not shown; [ ] = dose if it differs, or a comment. Unless noted, calls come from the whole dose curve; as a rule, active = well fitted curve in the direction sought with a large enough effect; inconclusive = small, poorly fitted or top-dose-only effect, or another doubt; inactive = no such curve, though single readings can be large; an effect the other way counts as inactive or inconclusive. These rows are one share of the data (hit frequency here may not be typical).

structure,TrxR1 substrate,Vif-APOBEC3G blk,LDHA block,Vif-A3F inh,mIDH1 inhibitor,USP1-UAF1 inh,TrxR1 inh,RGS4 inh,GRP78 ERSR act
COCCOC(=O)C1=C(C)Nc2ncnn2C1c1ccco1 (stereo not given),-3.7%[57.1 µM],-0.3%,-4.0,0.8%,3.8%,-1.9%,-2.8%[57.1 µM],0.9%,-2.8%
CCOc1ccc(NCc2cccn2-c2nnc(N3CCC(C(=O)NCCc4ccc(OCC)c(OCC)c4)CC3)s2)cc1,-0.9%,.,4.4,.,.,-12.5%,27.2%,4.7%,.
Cn1cccc1C(=O)OCc1cc(-c2ccco2)on1,0.0%,-6.6%,-2.6,-0.3%,-2.3%,-0.6%,?,-13.3%,4.2%
Cc1ccc(CNC(=O)CN2C(=O)C3(OCCCO3)c3ccccc32)cc1,5.6%,2.2%,-3.9,1.6%,1.2%,-14.8%,20.3%,-17.4%,-5.6%
CCN(CC)CCN(CC(=O)N(C1CCCCC1)C1CCCCC1)C(=O)c1cccnc1,1.6%[57.1 µM],-0.1%,8.2,-27.6%,0.0%,-22.0%,15.3%[57.1 µM],-6.9%,-3.4%
CCC(C)(C)NC(=O)C(c1ccccc1F)N(Cc1ccco1)C(=O)Cn1nnc2ccccc21 (stereo not given),-10.2%,1.2%,-1.7,2.2%,-17.9%,-7.2%,-12.4%,3.9%,-4.1%
O=C(OCC(=O)N1CCc2ccccc21)[C@@H]1CC(O)CN1S(=O)(=O)c1ccccc1[N+](=O)[O-] (stereo not given in full),-3.6%,-1.0%,-3.8,4.6%,3.6%,-20.3%,6.9%,-21.6%,-6.4%
CC(C)(C)CC(=O)NC(=S)N1CCCCCC1,-1.5%,0.2%,-4.3,-14.3%,1.6%,-15.3%,11.7%,-5.8%,-1.9%
Oc1cccc2c(NC(=S)Nc3ccc(OC(F)F)cc3)cccc12,20.0%,-0.7%,24.6,1.2%,-11.7%,-17.1%,22.1%,-38.5%,1.7%
CC(C)(Oc1ccc(Cl)cc1)C(=O)N1CCN(C(=O)c2ccco2)CC1,6.2%,2.4%,-2.2,-11.4%,-10.0%,-7.4%,-8.9%,9.1%,-5.2%
O=C(COC(=O)c1ccc(F)cc1F)Nc1ncccn1,-0.2%,1.4%,-0.1,-25.2%,6.3%,-26.0%,4.6%,-8.0%,-3.1%
O=C(NCc1cccnc1)c1cccnc1-c1nc2ccccc2s1,5.0%,0.4%,-0.4,-10.5%,5.9%,0.1%,-2.6%,-32.1%,1.3%
Cc1cccc(N2CCN(C(=O)Cn3ncc4c5ccccc5n(C)c4c3=O)CC2)c1C,6.5%,-3.8%,-2.4,-2.3%,6.5%,2.8%,6.1%,-6.6%,-4.5%
O=C(Cc1cccs1)NCc1ccccc1F,5.4%,0.2%,-9.8,-20.9%,0.9%,-14.3%,20.2%,19.0%,3.6%
Cn1nc(C(=O)Nc2ccc(S(=O)(=O)N3CCCC3)cc2)ccc1=O,1.2%,-1.2%,-6.3,5.8%,4.0%,-1.2%,-29.9%,29.8%,-5.8%
CC1CCCC(C)N1c1nnc(NC(=O)c2cc(-c3ccc(Br)cc3)on2)s1 (stereo not given),4.7%[57.1 µM],4.3%,-4.8,-0.2%,-2.8%,-19.6%,-28.2%,-6.8%,-3.9%
O=C(O)C1C2CCC(O2)C1C(=O)NCc1ccccc1Br (stereo not given),2.1%[57.1 µM],-8.5%,-1.1,4.9%,4.6%,-21.4%,11.4%[57.1 µM],11.4%,-2.6%
O=C(Cn1c(=O)n(-c2ccc(Cl)cc2)c(=O)c2c3c(sc21)CCC3)c1ccc(F)cc1,5.6%,0.5%,-1.0,2.6%,-11.8%,7.8%,27.1%,-3.9%,-4.2%
Cc1ccc2nccc(C(=O)N3CCCC(Nc4ccc(F)cc4)C3)c2c1 (stereo not given),0.4%,-0.3%,5.5,1.4%,9.3%,-6.9%,-1.8%,2.9%,-3.4%
CCCCn1nc2cc(C(=O)NCCc3cccs3)ccc2c1OCC,56.7%[activator][57.1 µM],-5.8%,-20.3,1.2%,-2.3%,?,0.9%[57.1 µM],1.8%,4.5%
CCC(CC)C(=O)Nc1c2c(nn1-c1ccc(OC)cc1)CS(=O)(=O)C2,4.1%,4.2%,2.8,-0.2%,0.9%,-15.0%,9.1%,-27.1%,-3.6%
CC(O)(Cc1ccccn1)Cc1ccccn1,6.0%,0.0%,2.6,?,-2.8%,-14.8%,12.5%,5.2%,-2.0%
COc1cc(OC)cc(C(=O)NC(=S)Nc2nc(-c3cc4ccccc4o3)cs2)c1,8.9%,1.5%,-9.7,-2.1%,12.1%,-12.9%,20.3%,12.0%[56.9 µM],0.3%
Cc1ccc(N2CCN(C(=S)Nc3ccc(Cl)cc3)CC2)cc1,0.7%,0.9%,-5.2,0.6%,-2.8%,-25.0%,20.5%,-3.2%,-3.1%
CCC(Oc1ccccc1-c1nnc(-c2ccccc2)o1)C(=O)Nc1ccc(C(C)=O)cc1 (stereo not given),6.8%[57.1 µM],-2.5%,3.3,1.6%,-8.9%,-14.7%,10.2%[57.1 µM],-10.7%,1.1%
CN=C1c2cc3cc(OC)ccc3n2CCN1C,-8.6%,0.0%,5.5,-1.4%,9.8%,-6.0%,-2.7%,-12.7%,-2.2%
O=C(Nc1ccc(Cl)cc1)OCc1cc(-c2ccccc2Cl)on1,-14.0%,1.2%,-1.9,7.8%,5.1%,-10.5%,-12.6%,-10.1%,-3.8%
CC1CC1C(=O)Nc1nc(-c2cccs2)c(-c2cccs2)s1 (stereo not given),4.7%,-11.4%,-2.4,-8.2%,2.4%,-18.2%,-20.0%,-17.1%,1.0%
O=C(COc1ccc(S(=O)(=O)Nc2ccccc2)cc1)NCc1ccncc1,7.5%,-5.1%,-3.2,-14.3%,2.1%,-20.7%,16.8%,-19.7%,-4.3%
CC1=C(C(=O)NCc2ccccc2F)C2(CCCCC2)OC1=O,3.2%,-0.4%,-0.8,-6.8%,-4.4%,-8.6%,21.8%,-6.9%,-2.4%
CCCCc1ccc(NC(=S)NCc2ccc(OC)cc2)cc1,-3.8%,4.4%,-3.6,?,3.2%,-16.8%,6.0%,-18.0%,1.0%
COc1ccccc1-c1ccc(=O)n(CC(=O)NCc2cccs2)n1,4.5%[57.1 µM],-0.1%,-11.7,1.1%,-1.9%,-12.6%,42.8%[57.1 µM],-32.2%,-1.3%
O=C(CCNc1n[nH]c(=O)[nH]c1=O)N/N=C/c1ccccc1Br,-2.0%,2.9%,-6.3,8.0%,-6.3%,1.3%,9.6%[57.1 µM],24.8%,4.8%
COc1cccc(/C=C2\N=C(c3c(-c4ccccc4)noc3C)OC2=O)c1,6.3%,1.0%,-6.3,-2.7%,-0.1%,-15.9%,-16.6%,2.2%,-1.0%
O=C(Nc1ccccc1Br)C(=O)N1CCCC1,5.3%,-1.0%,-3.2,6.3%,-9.1%,-3.2%,?,-31.8%,0.8%
O=C1CCCN1CCC1CCN(C2CC(=O)N(c3ccc(Cl)cc3)C2=O)CC1 (stereo not given),1.9%,-3.0%,-1.4,-5.2%,7.8%,-9.9%,39.8µM*,-11.3%,-4.5%
CCC(C)NC(=S)NNC(=O)c1ccncc1 (stereo not given),-5.5%,-3.9%,-5.6,?,5.0%,-9.0%,-16.8%,-3.9%,7.5%
O=C(COC(=O)c1cccc(S(=O)(=O)N2CCCCCC2)c1)NCc1ccc(Cl)cc1,0.3%,1.3%,-2.0,6.7%,-2.4%,3.5%,21.9%,-1.8%,-3.1%
O=C(NC1CCCC1)C1c2ccccc2C(=O)N1CCCN1CCOCC1 (stereo not given),-0.7%,5.3%,-11.5,-4.4%,2.0%,-0.8%,5.6%,19.8%,-0.6%
CCN1C(=O)c2ccccc2Sc2ccc(NC(=O)COc3ccc(Cl)cc3)cc21,5.4%[57.1 µM],-10.7%,-2.9,0.9%,2.1%,-1.5%,24.5%[57.1 µM],?,-2.2%
CCOc1ccc2nc(NC(=O)C(NS(=O)(=O)c3cccc4nsnc34)C(C)C)sc2c1 (stereo not given),-8.5%,-7.3%,-1.6,3.3%,1.0%,-21.3%,0.5%,13.6%,-2.8%
CCN(CC)C(=O)c1ccccc1NS(=O)(=O)c1ccc(OC)c(C(=O)N2CCOCC2)c1,-1.0%[57.1 µM],3.8%,-1.9,2.6%,-0.6%,-14.0%,1.4%[57.1 µM],-2.4%,-6.0%
Cc1ccc(OCCNC(=O)c2ccc(NC(=O)CC3SC(N4CCCC4)=NC3=O)cc2)cc1 (stereo not given),-5.0%,-3.5%,-5.6,2.2%,3.0%,-6.8%,-3.5%,-13.4%,-1.3%
COC(=O)C(CCCN1C(=O)c2ccccc2C1=O)(NC(C)=O)c1nnn(C)n1 (stereo not given),2.9%[57.1 µM],-0.3%,-6.0,2.6%,1.8%,-8.0%,-4.7%[57.1 µM],-14.2%,-3.8%

Assay outcomes as filed in PubChem.
